Compound activity (PubChem BioAssay)
Menin MLL FP TR: inhibitors of human menin-MLL interaction, mutant MLL peptide; Menin + Texas Red MLL mutant peptide, fluorescence polarization; Potency, µM (doses to about 61.6 µM), for inactives: at the top dose FP activity change, negative = inhibition, actives largely listed as inhibitors; 270,000 compounds, 0.23% hits; active = well fitted inhibition curve with a large enough effect in the polarisation, with a control signal flat, not every such curve was filed as active; inconclusive = small, poorly fitted or top-dose-only effect, or effect the other way, or a change in a side signal; inactive = no such curve, though single readings can be large or run the other way; the % refers to the polarisation; note: potency is the fitted concentration of half-maximal effect; % of control where 0% means no effect; many of its hits are not listed in these tables
S-ASM inh: blocks human secretory acid sphingomyelinase; P17405; placental ASM, HMU-PC fluorogenic substrate, 60 min; Potency, µM (highest dose often 57.5 µM), without a hit: at the top dose activity change, negative = inhibition, most hits filed as inhibitors; 340,000 compounds, 0.006% hits; note: potency is the fitted concentration of half-maximal effect
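Steps: dispense placental human ASM, pin compound, wait 10 min at room temperature, add HMU-PC0 substrate at 9 uM final, incubate 60 min at 37 °C, add stop solution raising pH to 10, read fluorescence.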
GALK inh: galactokinase (human) inhibition; 270,000 compounds, 0.007% hits; AID 1868; Purified GALK, Kinase-Glo residual ATP luminescence; Potency, µM (top dose mostly 57.5 µM), inactives show at the top dose activity change, negative = inhibition, hits mostly inhibitors; note: potency is the fitted concentration of half-maximal effect; % is set by controls: 0 for no effect and ±100 for the full control effect
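Human GALK (5 nM) with 35 uM ATP and 100 uM galactose in 20 mM HEPES pH 8.0, 5 mM MgCl2, 60 mM NaCl, 1 mM DTT, 0.01% BSA. After 1 h at room temperature, leftover ATP was read by Kinase-Glo Plus luminescence.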
FBPA coupling cs: counter-screen for Giardia aldolase inhibitors: coupling enzyme system. 290,000 compounds, 0.67% hits. activity change, negative = inhibition, % at 58.2 µM, hits read low. AID 2472. coupling enzyme system counterscreen, AmpLite Red fluorescence; in the data active = activity change below about -30%; note: % is set by controls: 0 for no effect and ±100 for the full control effect
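Counterscreen lacking aldolase: glyceraldehyde-3-phosphate coupling-enzyme reagent preincubated 10 min at RT with compound (at 57.5 uM final), then substrate/coupling system with AmpLite Red added; fluorescence read at 525/598 nm after 20 min RT.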
Chronic BCR inh: inhibitors of chronic active B-cell receptor signaling | ABC-DLBCL IkBa-CBG/CBR reporter, luminescence ratio, 4 h | Potency, µM (doses to about 46.1 µM), inactives show at the highest dose ratio change, negative = lower green/red ratio, most hits filed as inhibitors | 340,000 compounds, 0.05% hits | AID 493014; active = well fitted inhibition curve with a large enough effect in the signal ratio, with a control signal flat, not every such curve was filed as active; inconclusive = small, poorly fitted or top-dose-only effect, or effect the other way, or a change in a side signal; the % refers to the signal ratio;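 note: potency is the fitted concentration of half-maximal effect; plate controls were basal doxycycline-induced cells for no effect and cells given 10 µM MG132 for full effect; MG132 reads +100%, hits lower the ratio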
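TMD8 ABC-DLBCL cells carrying doxycycline-inducible green luciferase fused to IkappaBalpha plus unfused red luciferase were exposed to compounds (up to 46 uM) for 4 hrs at 37C. Activity came from the overlap-corrected green/red luminescence ratio.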
a7 integrin act: integrin-mediated muscular dystrophy alleviation activation; 350,000 compounds, 0.064% hits; alpha7betagal myoblasts, beta-gal FDG fluorescence, 48 h; Potency, µM (series often up to 38.3 µM), for inactives: top-dose activation, actives largely listed as activators;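 note: potency is the fitted concentration of half-maximal effect; 100% = response of the positive control SU9516; nearly all actives have a fitted effect of over 60% in size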
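alpha7betagal+/- myoblasts (passage 13, 250/well) treated 48 h at 37C with compounds at 1:260 dilution of DMSO stock. Lysed, then beta-galactosidase activity read as FDG fluorescence (ex 480/em 540) after 30 min, with pre-read for autofluorescence.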
Giardia kill: kills Giardia lamblia. 340,000 compounds, 0.15% hits. activity change, % at 7.66 µM, hits read low. Giardia lamblia trophozoite viability; in the data active = activity change below about -80%; inconclusive = between about -30% and that limit;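 note: parasites exposed to compound for two days anaerobically before the ATP read; % is set by controls: 0 for no effect and ±100 for the full control effect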
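Luminescent ATP signal served as the viability read-out, measured 15-30 min after adding ATP detection reagent to trophozoites that had been incubated with compounds for 48 hrs at 37 deg C anaerobically at 100 cells/well.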
B2AR arrestin: agonists driving beta-arrestin recruitment to human beta2-adrenergic receptor; P07550; Potency, µM (series often up to 46.1 µM), inactives show top-dose activation, usual class: activators; beta-arrestin recruitment to beta2AR, cell-based reporter; 330,000 compounds, 0.02% hits;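 note: potency is the fitted concentration of half-maximal effect; 0% = DMSO controls and full agonism = EC100 isoproterenol or metaproterenol; nearly all actives have a fitted effect of over 65% in size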
Target sequence (P07550 whole entry, looked up): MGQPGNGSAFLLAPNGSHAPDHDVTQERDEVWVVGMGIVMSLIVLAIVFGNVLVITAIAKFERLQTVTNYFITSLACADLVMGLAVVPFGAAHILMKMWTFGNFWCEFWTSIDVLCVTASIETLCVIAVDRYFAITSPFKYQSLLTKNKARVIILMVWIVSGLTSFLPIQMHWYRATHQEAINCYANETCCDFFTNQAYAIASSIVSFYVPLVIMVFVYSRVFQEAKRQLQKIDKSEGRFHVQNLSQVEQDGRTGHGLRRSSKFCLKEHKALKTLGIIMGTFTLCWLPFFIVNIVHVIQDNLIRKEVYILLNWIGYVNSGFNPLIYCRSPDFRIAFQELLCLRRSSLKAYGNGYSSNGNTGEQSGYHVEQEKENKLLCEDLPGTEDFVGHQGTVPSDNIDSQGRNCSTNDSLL
TSG101-PTAP inh: blocks PTAP/TSG101 interaction to inhibit HIV-1 budding; Fluorescence polarization, FITC-PTAP peptide / Tsg101 binding; Potency, µM (series often up to 115 µM), without a hit: top-dose activity change, negative = inhibition, most hits filed as inhibitors; 340,000 tested, under 10 active; active = well fitted inhibition curve with a large enough effect in the main read-out, with a control signal flat, not every such curve was filed as active; inconclusive = small, poorly fitted or top-dose-only effect, or effect the other way, or a change in a side signal; inactive = no such curve, though single readings can be large or run the other way; note: potency is the fitted concentration of half-maximal effect; % of control where 0% means no effect
Target sequence (Q99816 whole entry, looked up): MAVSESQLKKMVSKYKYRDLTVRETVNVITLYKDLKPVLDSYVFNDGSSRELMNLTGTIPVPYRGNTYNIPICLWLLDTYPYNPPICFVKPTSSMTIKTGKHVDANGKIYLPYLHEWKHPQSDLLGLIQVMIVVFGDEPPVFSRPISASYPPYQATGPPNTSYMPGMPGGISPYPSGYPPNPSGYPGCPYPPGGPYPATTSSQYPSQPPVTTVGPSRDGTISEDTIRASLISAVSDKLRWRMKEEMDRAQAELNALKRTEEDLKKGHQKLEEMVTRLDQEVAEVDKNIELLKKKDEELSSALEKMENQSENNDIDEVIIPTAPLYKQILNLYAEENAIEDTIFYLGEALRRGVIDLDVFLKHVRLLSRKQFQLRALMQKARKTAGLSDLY
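Compounds were pin-transferred onto Tsg101 binding domain (10 uM final) in HEPES pH 7.5 buffer, then FITC-PTAP peptide was added at 50 nM final. After 20 min at RT, polarization reported peptide displacement across a qHTS concentration series.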
Tb PFK inh: blocks T. brucei phosphofructokinase; O15648; T. brucei PFK, ADP-Glo luminescence; Potency, µM (series often up to 57.5 µM), for the others: at the highest dose activity, negative = inhibition, hits mostly inhibitors; 330,000 compounds, 0.17% hits;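 note: potency is the fitted concentration of half-maximal effect; 0% = uninhibited 1x PFK enzyme wells and -100% = no-enzyme wells; nearly all actives have a fitted effect of over 60% in size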
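PFK 1.25 nM, F6P 0.5 mM, ATP 0.1 mM, 0.1 M TEA pH 8.0, 5 mM MgCl2, 0.01% Tween20, 0.1% BSA; 45 min RT. ADP-Glo readout. qHTS titration up to 57 uM; curves fitted, compounds curve-classed.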
PKM2 activator: increases activity of human pyruvate kinase M2. Potency, µM (series often up to 57.5 µM), without a hit: top-dose activation, actives largely listed as activators. 260,000 compounds, 0.34% hits. purified PKM2, Kinase-Glo ATP luminescence, activation; response scale: 0% is enzyme alone, no compound; note: potency is the fitted concentration of half-maximal effect; % is set by controls: 0 for no effect and ±100 for the full control effect; nearly all actives have a fitted effect of over 55% in size
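Purified hPK-M2 (>95% pure) converted ADP (0.1 mM final) to ATP with 0.5 mM PEP in 50 mM imidazole pH7.2, KCl, MgCl2, Tween 20, BSA; 1 h at room temperature. ATP detected by Kinase-Glo luminescence.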
Starred values were filed as active, the others as inactive; u = inconclusive; x = not tested or not shown; [ ] = another dose, or the depositor's remark. Unless noted, calls come from the whole dose curve; as a rule, active = well fitted curve in the direction sought with a large enough effect; inconclusive = small, poorly fitted or top-dose-only effect, or another doubt; inactive = no such curve, though single readings can be large; an effect the other way counts as inactive or inconclusive.

SMILES	Menin MLL FP TR	S-ASM inh	GALK inh	FBPA coupling cs	Chronic BCR inh	a7 integrin act	Giardia kill	B2AR arrestin	TSG101-PTAP inh	Tb PFK inh	PKM2 activator
CCOCCCNC(=O)N[C@@H](C)C(=O)OC	10%	4%	0%	0	1%	-8%[7.66 µM]	-7	-0.3%	-2%	1%	1%
Cn1c(SCC(=O)N/N=C/c2cc([N+](=O)[O-])ccc2O)nnc1-c1ccccc1	x	-1%	x	1	-4%	-5%	3	-0.5%	-11%	-2%	-6%
COc1cc(C(=O)Nc2nnc(-c3sccc3C)s2)cc(OC)c1OC	u	13%	4%	1	-3%	0%	-7	0.2%	-1%	-7%	15%
Cc1ccc(CC(=O)Nc2ccc(C(=O)N3CCCCC3)cc2)cc1	x	4%	4%	x	2%	-5%	-11	-0.5%	-1%	-24%	-2%
Cc1noc(NS(=O)(=O)c2ccc(NC(=O)CS(=O)(=O)c3ccccc3)cc2)c1C	4%	-3%	0%	9	-1%	-9%	-1	0.0%	-1%	22%	-9%
CNC(=O)CN(C)S(=O)(=O)c1ccc(F)cc1	x	-2%	-2%	0	-10%	2%[7.66 µM]	8	0.1%	-2%	-1%	1%
COc1ccc(N2CC(C)Cn3c2nc2c3c(=O)n(Cc3ccccc3F)c(=O)n2C)c(OC)c1 (stereo unspecified)	-9%	0%	-3%	-1	u	3%	6	0.1%	-2%	1%	-2%
O=C(Nn1c(Cc2cccs2)nc2ccccc2c1=O)c1cccs1	3%	-2%	-1%	10	u	22%	-5	4.8%	-5%	0%	-8%
CCCn1c(Nc2ccc(Cl)cc2)nc2ccccc21	30%	-1%	3%	-1	u	17%	5	-1.1%	-9%	-1%	-1%
O=C(C1COc2ccccc2O1)N1CCN(c2nc3ccc([N+](=O)[O-])cc3s2)CC1 (stereo unspecified)	x	x	x	x	1%	4%	-24	-0.2%	-4%	-1%	x
COc1ccc(Cl)cc1NC(=O)CCS(=O)(=O)c1ccc(Br)cc1	-22%	-8%	-1%	-8	-9%	-22%	19	0.6%	-6%	u	x
CCCS(=O)(=O)N1CCN(C(=O)c2ccccc2F)CC1	-4%	4%	-3%	3	-2%	2%	-17	0.1%	-4%	0%	-6%
COc1ccccc1N(C)S(=O)(=O)c1ccc(Cl)c(C(=O)N2CCC2)c1	x	0%	x	x	-3%	-12%	1	-0.4%	-2%	12%	x
COc1ccccc1OCC(=O)Nc1ccc(S(=O)(=O)Nc2nc(C)cc(C)n2)cc1	-1%	2%	0%	10	-11%	13%	1	-0.5%	1%	-10%	17%
C=CCOC(=O)c1ccc(-n2cncn2)nc1	-4%	4%	0%	-1	14%	2%	6	12%	-4%	-3%	-2%
COc1ccc2[nH]c(C(=O)NCc3ccc4c(c3)OCO4)cc2c1	x	-6%	x	1	3%	-12%	-7	13%	-1%	3%	5%
Cc1ccc(-c2nc3ccc([N+](=O)[O-])cc3[nH]2)cc1	u	-8%	11%	-31*	u	u	-15	-0.5%	2%	1%	4%
COc1cccc(C2CC(c3ccccc3)=NN2S(=O)(=O)c2ccccc2)c1OC (stereo unspecified)	u	-2%	1%	-6	0%	-31%	-2	-1.3%	6%	-1%	7%
NC(=O)CSc1nnc(-c2ccco2)n1N	2%	3%	1%	0	-9%	8%	7	0.1%	0%	-1%	1%
CN(C)C(=O)c1ccc(-c2cc3onc(-c4ccccc4)c3c(=O)n2C)cc1	x	-1%	x	x	u	-1%	-4	0.4%	x	3%	x
CC(Sc1nnc(C2CC2)n1C)C(=O)Nc1ccc(N2CCOCC2)cc1 (stereo unspecified)	x	3%	x	x	u	27%	-7	-0.1%	0%	26%	x
COc1ccc(CN2CCOC2=O)cc1OC	x	-1%	-1%	-3	-3%	-6%	11	-0.1%	-1%	0%	-1%
COc1ccc(NS(=O)(=O)c2ccc3oc4ccccc4c3c2)cn1	u	u	-2%	1	-2%	-4%	u	0.1%	-4%	-5%	13%
Fc1ccc(N2CCN(C3CCC(c4ccccc4)CC3)CC2)cc1 (stereo unspecified)	-13%	-1%	-2%	0	0%	-26%	11	0.0%	-1%	3%	-4%
O=C(Nc1nnc(C2CC2)s1)c1cc(-c2ccccc2)nn1-c1ccccc1	5%	-10%	5%	1	u	10%	4	-0.2%	-20%	2%	22%
COc1ccc(-n2cnnc2SCC(=O)N(C)c2ccccc2)cc1	-11%	7%	-1%	-1	4%	-30%	-25	0.2%	1%	2%	-9%
CC1(C)CN(c2ccc(F)cc2)C1=O	8%	-3%	12%	0	-1%	2%	10	0.1%	0%	-1%	1%
O=C(NC1CCCCC1)C(c1cccs1)N(CC1CCCO1)C(=O)c1csnn1 (stereo unspecified)	-7%	1%	1%	-3	u	8%	-3	0.0%	-4%	2%	-4%
Cc1cccc2cc(C#N)c(NCCCNS(=O)(=O)c3ccc(Cl)cc3)nc12	x	x	-1%	-3	7%	-45%	2	0.1%	-3%	3%	12%
COc1ccc2nc(C)[nH]c(=O)c2c1	3%	2%	8%	0	0%	-7%	-1	2.8%	0%	2%	0%
O=C(Cc1c[nH]c2ccccc12)Nc1nccs1	1%	3%	6%	-2	2%	15%	-7	0.1%	-1%	-5%	-7%
N#CC1=C(N)Oc2cc(N)ccc2C1c1ccc(F)cc1F (stereo unspecified)	27%	86%[activator]	-1%	-2	-12%	-18%	-11	0.3%	-2%	4%	3%
CCc1nnc(NC(=O)CCC(=O)N2CCN(Cc3ccc(F)cc3)CC2)s1	-23%	3%	6%	-4	-2%	1%	22	-0.6%	-3%	-3%	0%
COc1ccc(C(=O)N2CCN(C3CCCCC3)CC2)cc1OC	-24%	14%	-3%	-1	u	24%	-4	0.3%	-4%	1%	1%
CCOC(=O)c1c(C)[nH]c(C)c1C(=O)COC(=O)c1sccc1C	x	3%	x	x	-4%	12%	2	0.2%	-5%	-6%	x
C/C(=N\NC(=O)c1nnn(-c2nonc2N)c1CN1CCC(C)CC1)c1cccc(Br)c1	16%	-2%	1%	-9	0%	-32%	18	-0.2%	-1%	-3%	x
COc1cc(SC)ccc1C(=O)Nc1ccc2c(c1)CCN2S(C)(=O)=O	31%[activator]	-10%	-3%	-5	1%	-30%	0	-0.3%	-1%	0%	-1%
CCc1nc(NC(=O)NS(=O)(=O)c2ccccc2C(=O)OC)nc(OC)n1	1%	4%	-2%	0	3%	42%	5	-0.4%	-1%	1%	3%
CC(=O)c1cc2c(cc1NC(=O)CCn1cccc1)OCO2	1%	17%	0%	5	-3%	-5%	-7	0.1%	-7%	0%	2%
Cc1ccc(-n2nc3c(c2NC(=O)c2cccs2)CS(=O)(=O)C3)cc1C	x	0%	-5%	x	6%	-13%	-16	-0.8%	x	1%	2%
CCN1CCN(c2cc(C)c3cc(NC(=S)N(CC)CC)ccc3n2)CC1	-23%	168%[activator]	6%	1	u	u	-15	3.2%	-5%	2%	-9%
COc1ccc(NC(=O)CN(C)C(=O)CCCSc2nc3ccccc3[nH]2)cc1	x	1%	x	x	-1%	-7%	20	-0.6%	0%	3%	x
CC(Sc1nnc(-c2ccccc2F)n1C)C(=O)NC1CCCCC1 (stereo unspecified)	x	4%	x	x	1%	6%	4	0.0%	-4%	-1%	x
c1ccc2c(c1)NC(c1ccncc1)n1c-2nc2ccccc21 (stereo unspecified)	-2%	167%[activator]	0%	-2	u	-15%	0	3.5%	-4%	-2%	-1%
COc1ccc(OC)c(NC(=O)CNC(=O)Cn2ccc3ccccc3c2=O)c1	6%[11.7 µM]	1%	1%	-3	-8%	-10%	15	0.4%	-5%	-4%	0%
COc1ccc(NC(=O)COC(=O)C2CC(=O)N(c3ccc(C)cc3)C2)cc1 (stereo unspecified)	-4%	-2%	0%	0	1%	12%	12	6.9%	0%	-1%	x
Cc1cccc(NC(=O)/C(=C/c2cccc([N+](=O)[O-])c2)NC(=O)c2cccs2)c1	1%	1%	0%	3	0%	0%	-8	-1.0%	1%	1%	8%
CCc1ccc(CNC(=O)CC2C(=O)NCCN2Cc2ccccc2F)nc1 (stereo unspecified)	-17%	16%	-2%	-1	0%	11%	-11	0.1%	-9%	0%	x

Only part of the results is shown; count on the stated rates, not on these rows.
